Screening data deposited in PubChem BioAssay by several laboratories.
LMPTP inh: LMPTP (human) inhibition | P24666 | recombinant LMPTP-A, OMFP fluorogenic substrate, fluorescence intensity | inhibition, % at 20 µM | actives 0.22% (n = 360,000);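 active = compounds that cut the enzyme signal by at least half of the control window in the single-dose screen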;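 note: plate controls were DMSO wells with enzyme plus substrate for no effect and substrate without enzyme for full effect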
Target sequence (P24666 whole entry, looked up): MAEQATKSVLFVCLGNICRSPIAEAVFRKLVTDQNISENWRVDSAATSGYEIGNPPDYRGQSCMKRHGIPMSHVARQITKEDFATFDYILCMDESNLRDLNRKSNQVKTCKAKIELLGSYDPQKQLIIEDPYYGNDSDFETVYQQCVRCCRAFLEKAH
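test system = LMPTP-A | amount = 0.625 nM LMPTP-A final | reagent = fluorogenic phosphatase substrate OMFP at 400 µM final | incubation = 50 min at room temperature | benchmarks = no-enzyme low control, uninhibited high control | medium = Bis-Tris pH 6.0, DTT, detergent | signal = fluorescence intensity of OMFP turnover product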
Rpn11 block: inhibitors of human proteasome Rpn11; calls only at 20 µM; human 26S proteasome, Ub4-pepOG fluorescence polarization; 20S core pre-blocked with epoxomicin; actives 0.59% (n = 360,000);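 active = inhibition at 20 µM, scaled to each plate's controls, above about 33%, limit read from the data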
SUMO1-SIM PPI: alters human SUMO1 binding to SIM partners; SUMO1 binding to a labelled peptide, TR-FRET, 1 h; inhibition, % at 20 µM; actives 0.33% (n = 360,000); AID 602429; in the data active = inhibition above about 37%
Target sequence (P63165 whole entry, looked up): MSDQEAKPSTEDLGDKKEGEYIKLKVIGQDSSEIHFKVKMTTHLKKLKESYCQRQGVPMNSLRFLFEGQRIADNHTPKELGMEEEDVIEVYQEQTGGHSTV
MsrA inh: inhibits bovine methionine sulfoxide reductase A; purified bovine MsrA, absorbance read-out; inhibition, % at 15.5 µM; actives 0.75% (n = 360,000); in the data active = inhibition above about 4.5%;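 note: 0% = vehicle wells with enzyme and 100% = reference inhibitor wells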
Tb MetRS inh: blocks T. brucei methionyl-tRNA synthetase activity. purified T. brucei MetRS, ATP depletion, Kinase-Glo luminescence. actives 0.4% (n = 360,000). inhibition, % at 11.9 µM;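 active = inhibition above a per-plate cutoff of the control wells' mean inhibition plus 3 SD, cut at about 5.5% in these data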;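 note: 0% = DMSO wells median and 100% = median of wells with control inhibitor compound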
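assay system = parasite MetRS enzyme | timing = 15 min preincubation, 2 h reaction, all 25 °C | evaluation = percent inhibition relative to median high and low control wells | medium = HEPES buffer containing pyrophosphatase, BSA, spermine, DTT | compound = single dose, 11.9 µM final nominal, 0.9% final DMSO | detection = Kinase-Glo luminescence, ATP depletion format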
STEP inh: blocks human striatal-enriched tyrosine phosphatase; P54829; recombinant STEP, OMFP fluorogenic substrate, fluorescence; inhibition, % at 20 µM; actives 0.25% (n = 360,000); AID 588621;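 active = inhibition at 20 µM, scaled per plate between control wells, above about 37%, limit read from the data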;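 note: 0% = DMSO with enzyme and substrate and 100% = substrate only without enzyme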
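Assay system: isolated STEP enzyme / Timing: 20 min at room temperature, dark / Doses: 20 µM, 1% DMSO / Technique: fluorescence intensity, excitation 480 nm, emission 540 nm / Reagent: fluorogenic phosphatase substrate OMFP at 25 µM final / Measure: percent inhibition scaled to no-enzyme and uninhibited-enzyme controls, plate-pattern corrected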
CSN deneddyl inh: inhibitors of human CSN-mediated cullin deneddylation; Q92905; Purified CSN, SCF-Nedd8-OG deneddylation, fluorescence polarization; inhibition, % at 12.5 µM; actives 0.38% (n = 360,000);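 active = pattern-corrected inhibition above about 35%, with an unprinted fluorescence ratio check between 0.5 and 1.5, limit read from the data, passing the limit was not always enough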;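 note: 0% = enzyme with substrate and 100% = substrate without enzyme; some results filed as inactive read as strong as hits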
Target sequence (Q92905 whole entry, looked up, one chain of several): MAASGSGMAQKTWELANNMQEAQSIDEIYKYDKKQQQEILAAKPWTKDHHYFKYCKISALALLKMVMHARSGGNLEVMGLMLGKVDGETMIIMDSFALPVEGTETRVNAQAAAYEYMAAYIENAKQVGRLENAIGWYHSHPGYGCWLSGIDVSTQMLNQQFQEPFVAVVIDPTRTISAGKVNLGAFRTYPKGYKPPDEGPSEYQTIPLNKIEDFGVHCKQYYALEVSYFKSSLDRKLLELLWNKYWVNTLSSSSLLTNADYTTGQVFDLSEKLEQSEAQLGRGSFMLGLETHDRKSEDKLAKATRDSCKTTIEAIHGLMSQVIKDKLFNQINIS
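assay system = purified human Csn5 enzyme expressed in HEK293T cells | amount = 0.24 nM enzyme | buffer or medium = Tris/NaCl/DTT buffer, pH 7.5 | reagent = 10 nM SCFSkp2-Nedd8OG | compound = one concentration, 12.5 µM, 0.25% DMSO | times = 90 min reaction at room temperature | signal = FP | read-out basis = % inhibition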
Scp1 inh: blocks human Scp-1 phosphatase activity; Q9GZU7; Recombinant Scp1, phosphopeptide, malachite green phosphate absorbance; inhibition, % at 20 µM; actives 0.88% (n = 340,000); AID 493091;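 active = inhibition above about 50% at 20 µM, limit read from the data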;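 note: plate controls were DMSO wells with enzyme for no effect and wells lacking enzyme for full effect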
Target sequence (Q9GZU7 76-261 limits assumed): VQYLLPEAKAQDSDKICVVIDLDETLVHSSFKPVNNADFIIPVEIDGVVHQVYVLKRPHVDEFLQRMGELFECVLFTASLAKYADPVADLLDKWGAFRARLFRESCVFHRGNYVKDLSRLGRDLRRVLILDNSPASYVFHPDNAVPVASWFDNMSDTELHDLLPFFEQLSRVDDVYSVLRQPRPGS
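System: SCP-1 catalytic domain; Reagent: Phospho 17-mer peptide substrate; Doses: one concentration, 20 µM, with 1.0% DMSO; Incubation: 45 min room-temperature reaction, 5 min colour, 30 min stabiliser; Signal: Phosphate-binding colour reagent, absorbance read at 630 nm.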
NadD inh: NadD (S. aureus) enzyme inhibition | purified NadD enzyme, colorimetric absorbance read-out | inhibition, % at 20 µM | actives 0.78% (n = 360,000) | AID 602399; in the data active = inhibition above about 26%; note: some compounds past the cut are filed as inactive
DNMT1 block: blocks human DNA methyltransferase DNMT1 | P26358 | DNMT1 molecular beacon, Hinp1I cleavage, fluorescence | inhibition (reported as % activation of signal), % at 10 µM | actives 0.83% (n = 360,000); in the data active = inhibition above about 50%
* hit, by the source's call; i = inactive; · = no result given.

Every second line gives: STEP inh, SUMO1-SIM PPI, Scp1 inh, CSN deneddyl inh, LMPTP inh, Tb MetRS inh, MsrA inh, NadD inh, Rpn11 block, DNMT1 block
Cn1c(SCC(=O)c2ccc3c(c2)OCO3)nnc1-c1ccccn1
 : -4, -3, 9, -6, -2.4, -0.3, 1.8, -5, i, 0
CC(C)n1nnnc1SCC(=O)Nc1ccccc1N1CCOCC1
 : -2, 1, 3, -1, -0.4, -0.7, -0.6, -5, i, 0
CCOc1nnc(C)c2c(C)n(-c3cccc(Cl)c3)nc12
 : -3, -5, -1, 17, 0.9, -0.5, 0.6, 4, ·, 2
CCOC(=O)COn1c(=O)c(-c2ccc(OCC)cc2)[n+]([O-])c2ccccc21
 : 1, -40, 5, -1, 0.1, 0.4, 1.0, -7, i, -1
COc1ccc(-c2ccc3oc(-c4ccc(OC)cc4)c(C#CC4(O)CCCCC4)c3c2)cc1
 : 0, 7, 73*, 3, 5.1, 0.5, -0.3, 22, i, -13
CCCCc1c(O)cc(C)[nH]c1=O
 : -3, 1, -4, -3, -1.4, -0.9, -0.6, -4, i, -1
CCSc1nc(-c2cccnc2)ccc1C#N
 : 3, 0, -3, 3, -0.5, 0.2, 0.7, -5, i, 5
CCOC(=O)c1ccc(CNC(=O)C2CCC(=O)N(Cc3cccc(OC)c3)C2)o1 (centres undefined)
 : -1, -7, -7, 1, -0.6, -0.3, 0.3, 1, i, -2
Cc1ccc2c(c1)NC(=O)C(CC(=O)NCCN(C)C)O2 (centres undefined)
 : 2, 1, -4, -2, -0.9, 0.5, 2.2, 1, i, -1
COC(=O)C1CSC(C(=O)OC)N1C(=O)Nc1ccc(Cl)c(Cl)c1 (centres undefined)
 : -6, 3, -5, 8, -0.6, -0.7, 0.6, -3, i, 0
CCOC(=O)c1oc2ccc(S(=O)(=O)n3nc(-c4cc(OC)c(OC)c(OC)c4)cc3N)cc2c1C
 : 2, 7, -10, 6, 4.7, -0.7, 0.6, -2, i, -19
CC(C)(C)c1ccc(S(=O)(=O)N2CCCCC2C(=O)NCc2ccccn2)cc1 (centres undefined)
 : -2, 5, 0, 1, -1.5, -0.4, -1.2, 3, i, -2
O=C(CN(C(=O)c1nsc(Cl)c1Cl)c1cccc(F)c1)NC1CCCC1
 : 2, 12, -7, -2, -0.2, -0.3, 0.1, -9, i, 2
CC(C)(C)c1ccc(-c2ncccc2O)cc1
 : 0, -4, 15, -8, 1.0, -0.5, 0.2, -9, i, 0
O=C(COC(=O)c1ccc([N+](=O)[O-])cc1)NC1CCCC1
 : -2, -38, 8, 0, -1.7, -0.9, 0.0, -4, i, 2
COc1cc(/C=N\NC(=O)CN2CCOCC2)ccc1OCC(=O)Nc1ccc(C)c(C)c1
 : 0, -8, 1, 3, 1.5, -1.2, 0.2, -6, i, 0
Cc1noc(C)c1S(=O)(=O)Nc1ccc2c(c1)C(=O)N([C@H](C)CO)C[C@H](C)[C@@H](CN(C)C(=O)NC1CCCCC1)O2
 : -2, 7, 56*, 2, -0.5, 0.0, 0.3, 5, i, 9
COc1ccc(/C=N/Nc2nc(-c3ccc(Cl)cc3)cc(C(F)(F)F)n2)c(OC)c1
 : -2, -1, 0, 3, 2.0, 0.2, 4.6*, 25, i, 2
Nc1cc(C(F)(F)F)ccc1C(=O)O
 : 0, 3, ·, 4, -1.6, -0.1, 0.1, 3, i, 1
CCOC(=O)N1CCN(Cc2ccc3c(c2)OCO3)CC1
 : -3, -3, -2, -2, -2.7, -1.1, -0.7, -7, i, -3
Cc1ccc(NS(=O)(=O)c2csc(C(N)=O)c2)c(C)c1
 : 0, 1, -7, -1, -0.5, 1.5, 0.6, -2, i, 1
Cc1sc(NC(=O)c2ccco2)c(CN2CCC(C)CC2)c1C
 : -2, 1, -4, -3, 2.2, -0.1, -0.3, 0, i, -1
COc1ccc(/C=N/NC(=O)CN(c2ccc(OC)cc2)S(=O)(=O)c2ccccc2)cc1
 : -2, 2, 1, 0, 0.2, -0.6, 1.0, 1, i, -3
O=C(NCCCN=C1NS(=O)(=O)c2ccccc21)c1ccc(S(=O)(=O)N2CCOCC2)cc1
 : -2, -2, -5, -3, -1.2, -0.9, ·, -2, i, 1
CSc1ncnc2c1ncn2CCCNCCc1ccccn1
 : 1, 0, ·, 0, -2.0, -0.6, -0.5, 5, i, 2
Cc1cc(C)c(NC(=O)CCN2C(=O)c3ccccc3S2(=O)=O)c(C)c1
 : -2, 1, -3, -4, 0.1, -0.3, -0.3, 0, i, 0
CC(C)c1nc2ccc(C(=O)O)cc2[nH]1
 : -5, 0, 6, 7, -2.8, -1.7, -0.7, 1, i, 3
CC(C)NC(=O)C1CCN(C(=O)c2ccc(-c3ccccc3)cc2)CC1
 : 0, -3, -4, -3, -2.8, -0.1, -0.4, 5, i, 1
CCOc1ccc(NC(=O)CCC(=O)NNC(=O)c2ccc(Br)o2)cc1
 : -2, 1, -7, 2, 0.6, -0.6, -0.1, -6, i, 0
Cc1ccc(S(=O)(=O)N2CCN(C(=O)c3c(C)nn(-c4ccccc4)c3Cl)CC2)cc1
 : -2, 5, -16, 0, -0.9, 0.0, -0.1, -1, i, 4
O=C(Nc1ccccc1N1CCCC1)C1CCN(C(=O)c2ccc(Cl)cc2)CC1
 : -1, 2, 1, 0, 2.1, -0.6, 0.3, -6, i, 4
C=CCn1c(Cc2ccc(OCC)cc2)nnc1SCC(N)=O
 : 1, 3, -2, 0, -1.4, -0.6, 0.4, -1, i, 4
Cc1cccc(OCc2nnc(SCC(=O)NC3CCCCC3)n2C)c1
 : 0, 3, 4, -6, 0.4, -0.2, -0.8, 3, i, -1
Cc1nn(-c2ccccc2)c(C)c1NC(=O)COC(=O)CCCOc1ccccc1
 : 0, 2, 2, 0, -1.3, -0.5, 0.3, -3, i, -1
CN(C)c1ccc(C=C2C(=O)OC(C)(C)OC2=O)cc1
 : 0, -3, -5, -2, 0.6, -0.2, 2.8, 2, i, 3
CCCc1nc2ccccc2c2nc(N)nn12
 : 1, 4, -4, 3, 0.0, -0.8, -0.2, -4, i, 3
COc1ccc(C(=O)/C=C/C(=O)N(CC(=O)NC2CCCCC2)Cc2ccccc2)c(O)c1
 : 1, -2, -4, 5, 1.6, 0.2, -2.0, 8, i, -3
COc1cc(Nc2cc(C)nc3nc(C)nn23)cc(OC)c1OC
 : 2, 5, -4, 0, 0.0, -0.3, -0.3, 3, i, 4
CCCOC(=O)c1ccc(NC(=O)Oc2ccccc2)cc1
 : 1, 1, -3, -1, 0.7, -0.8, 0.3, -10, i, 6
CC(C(=O)O)n1c(C(F)(F)F)nc2ccccc21 (centres undefined)
 : -1, -1, -3, 0, -1.3, 0.3, -0.6, -5, i, 1
COc1ccc(-c2cnc3ncnn3c2N)cc1
 : 2, 0, -3, 1, 1.4, -0.1, -0.3, 1, i, 1
CCOC(=O)c1cccc(NC(=O)c2c(NCc3ccccc3)[nH]c(=O)[nH]c2=O)c1
 : -2, 8, -6, 0, 0.1, -0.1, -1.6, 6, i, -6
O=C(C1CC(=O)N(c2ccc(F)cc2)C1)N1CCCCC1 (centres undefined)
 : -1, -1, -4, -6, -1.0, -0.5, 1.0, -4, i, 0
COc1cc([N+](=O)[O-])ccc1NC(=O)CSc1ccccn1
 : 0, -27, ·, -5, 0.0, -0.3, ·, -1, i, -4
C=CCc1c(C)nc(-c2ccccc2)nc1N/N=C/c1ccccc1
 : 2, -5, -3, 1, 4.0, -0.1, 0.9, 9, i, 0
Cc1nn(C2CCS(=O)(=O)C2)c(Cl)c1/C=C/C(=O)OCC(=O)Nc1ccccc1OC(F)F (centres undefined)
 : 0, -5, -15, -3, -1.4, -0.3, 0.7, -2, i, -1
Cc1ccc(-c2n[nH]c(=S)n2/N=C/C=C\c2ccccc2[N+](=O)[O-])cc1
 : 2, -19, 7, 5, 19, 0.5, 2.8, 24, i, -4
C=CCOC(=O)C1=C(C)NC(SCC(=O)Nc2nccs2)=C(C#N)C1c1ccc(Cl)cc1 (centres undefined)
 : 2, -3, 1, 3, 2.5, -0.6, -0.1, 16, i, -14
CCOC(=O)C1=NN(C(C)=O)C2(CC(=O)N(c3cccc(C)c3)C2=O)C1 (centres undefined)
 : 2, -4, -3, -1, -1.2, -0.1, -1.9, -2, i, 2
COc1cccc(Cn2nnc(C(=O)NCc3ccc(F)cc3)c2N)c1
 : -2, 4, -4, 6, -0.5, -0.7, -0.3, -6, i, -1
CCOC(=O)c1cc2cc(OC)ccc2[nH]1
 : 0, 0, -8, 0, -0.7, -0.7, 1.1, -3, i, -6
Cc1ccc(C)c(NS(=O)(=O)c2ccc(OCC(=O)N3CCOCC3)cc2)c1
 : 3, 1, -4, -2, -2.9, 0.2, -0.3, 1, i, 0
Cc1ccc(C(=O)O)cc1NC(=O)C1=CSCCO1
 : 2, 0, 2, -2, -0.6, 0.7, -0.3, 3, i, 1
COc1cccc(C(=O)N2CCC(C(=O)NCc3ccc(C)cc3)CC2)c1
 : 18, 6, -1, 0, -1.1, -2.3, -1.7, -3, i, 3
CCOc1ccccc1N(C(=O)c1ccco1)C(C(=O)NC1CCCC1)c1cccs1 (centres undefined)
 : 2, -1, -4, 2, -0.2, -0.4, 0.8, 2, i, 0
Cc1ccc(-n2nnnc2C(Cl)(Cl)c2nnnn2-c2ccc(C)cc2)cc1
 : 0, 1, -4, 22, 0.7, -0.5, -0.6, -3, i, 4
CCn1c(-c2cc(-c3ccccc3OC)nc3ccccc23)n[nH]c1=S
 : -2, 2, -2, -4, 0.9, -0.7, 0.1, 4, i, 3
Cc1cc(-c2csc(N)n2)c(C)n1CCc1ccccc1
 : 3, -4, 5, 6, 6.7, -0.1, 0.3, 30, i, -9
O=[N+]([O-])c1nn(-c2cccc(Cl)c2)n(O)c1=NCc1cccnc1
 : 0, 43*, 9, 2, -0.2, -0.2, 0.4, 6, i, 0
CCN(CCNCC(O)COCc1ccc(Cl)cc1)c1cccc(C)c1 (centres undefined)
 : 1, -6, 2, 4, -0.8, -1.1, -1.2, -10, i, 0
Cc1ccc(C(=O)NCc2ccco2)cc1S(=O)(=O)Nc1cccc(C)c1C
 : 2, 3, -4, 2, 1.3, -0.3, -0.4, -4, i, -7
CC(C)CN(CC(C)C)C(=O)CC(=O)NC(=O)c1ccc(Cl)cc1
 : 4, 4, 1, -3, 0.0, -0.1, 0.2, -1, i, 1
O=C(NCCCN1CCOCC1)C(=O)NCCc1ccccc1
 : 0, -2, -6, -3, 0.2, -0.5, 1.2, -1, i, -2
